GLA spleen mod = inhibits or activates alpha-galactosidase in human spleen homogenate; P06280; human spleen homogenate, 4MU-alpha-Gal fluorescence, 40 min; Potency, µM (top dose mostly 80 µM), for the others: at the highest dose activity change, negative = inhibition, actives largely listed as inhibitors; 240,000 compounds, 0.008% hits; AID 2107;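 note: 0% = enzyme with vehicle and -100% = no enzyme basal signal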
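Human spleen homogenate (1 ug) was the enzyme source, with 4-methylumbelliferyl-alpha-D-galactopyranoside (1 mM final) in pH 5.0 citrate buffer with 0.01% Tween-20. Compounds were titrated; after 40 min at 37C, NaOH/glycine stop, 4-MU fluorescence read; AC50 from Hill fits.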
Epigenetic reg = regulators of epigenetic silencing causing reporter derepression in mouse cells | 280,000 compounds, 0.2% hits | Potency, µM (titrated, usually from 53.9 µM), for inactives: top-dose GFP activation, usual class: activators | murine LDR cells, GFP reporter derepression, 30 h; note: % of control where 0% means no effect; nearly all actives have a fitted effect of over 60% in size
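Reporter derepression read as number of fluorescent GFP-positive objects, 20-120 um in size, counted by laser-scanning cytometer. Mouse LDR line with an epigenetically silenced CMV-GFP locus; compound incubation 30 h, 37 C.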
Tau fluor counter = counter-screen for tau fibril formation inhibitors; tau K18 P301L (four-repeat tau fragment) Alexa594 fluorescence, heparin fibrillization; Potency, µM (doses to about 57.7 µM), for inactives: top-dose activity change, negative = decrease; 280,000 compounds, 0.93% hits; AID 1463; note: % is set by controls: 0 for no effect and ±100 for the full control effect; nearly all actives have a fitted effect of over 55% in size
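Human K18 P301L tau (15 uM unlabeled plus 0.24 uM Alexa 594-labeled, final) in 100 mM sodium acetate pH 7 was mixed with compound and 20 uM heparin and incubated 6 hr at 37 C.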
GAA glycogen = alters human alpha-glucosidase cleavage of glycogen. 300,000 compounds, 0.38% hits. Potency, µM (doses to about 76.4 µM), without a hit: top-dose activity change, negative = inhibition, hits mostly inhibitors. recombinant GAA, glycogen substrate, Amplex Red glucose oxidase fluorescence;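 note: 0% = full enzyme reaction and -100% = no-enzyme basal signal; the screen sought inhibitors and activators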
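Recombinant human enzyme (4 nM); glycogen substrate; 37 C, 40 min, pH 5.0. Readout: coupled glucose oxidase/Amplex Red fluorescence.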
GAA inhib = alpha-glucosidase (human) inhibition. P10253. purified human GAA, 4-MU-alpha-glucoside fluorescence. Potency, µM (highest dose often 76.9 µM), inactives show at the highest dose activity change, negative = inhibition, actives largely listed as inhibitors. 200,000 compounds, 0.005% hits. AID 1466;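 note: plate controls were uninhibited enzyme wells for no effect and no-enzyme background for full effect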
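Fluorescence at Ex 365/Em 440 nm from 4-methylumbelliferone reported enzyme activity after 20 min at room temperature. Reactions used 4 nM enzyme and 400 uM substrate at pH 5.0; curves fitted with the Hill equation.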
GAA spleen mod = inhibits or activates alpha-glucosidase in human spleen homogenate. human spleen homogenate, 4-MU-alpha-glucoside fluorescence. 240,000 compounds, 0.006% hits. Potency, µM (highest dose often 79.9 µM), without a hit: top-dose activity change, negative = inhibition, actives largely listed as inhibitors. P10253;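 note: 0% = enzyme with vehicle and -100% = no enzyme basal signal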
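Human spleen homogenate (1 ug) with 4-methylumbelliferyl-alpha-D-glucopyranoside (1 mM final) in 50 mM citrate/phosphate pH 5.0, 0.01% Tween-20; 40 min at 37 C. Stopped at pH 10; 4-MU fluorescence Ex 365/Em 440 nm; AC50 by Hill fit.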
ALDH1A1 inh = ALDH1A1 (human) enzyme inhibition; Purified ALDH1A1, NADH fluorescence, propionaldehyde substrate; AID 1030; Potency, µM (titrated, usually from 75.3 µM), for inactives: at the top dose activity, negative = inhibition, actives largely listed as inhibitors; 220,000 compounds, 7.3% hits; active = well fitted inhibition curve with a large enough effect, not every such curve was filed as active; inconclusive = small, poorly fitted or top-dose-only effect, or another doubt; inactive = no such curve, though single readings can be large or run the other way;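 note: plate controls were no enzyme wells and a reference inhibitor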
Target sequence (P00352 whole entry, looked up): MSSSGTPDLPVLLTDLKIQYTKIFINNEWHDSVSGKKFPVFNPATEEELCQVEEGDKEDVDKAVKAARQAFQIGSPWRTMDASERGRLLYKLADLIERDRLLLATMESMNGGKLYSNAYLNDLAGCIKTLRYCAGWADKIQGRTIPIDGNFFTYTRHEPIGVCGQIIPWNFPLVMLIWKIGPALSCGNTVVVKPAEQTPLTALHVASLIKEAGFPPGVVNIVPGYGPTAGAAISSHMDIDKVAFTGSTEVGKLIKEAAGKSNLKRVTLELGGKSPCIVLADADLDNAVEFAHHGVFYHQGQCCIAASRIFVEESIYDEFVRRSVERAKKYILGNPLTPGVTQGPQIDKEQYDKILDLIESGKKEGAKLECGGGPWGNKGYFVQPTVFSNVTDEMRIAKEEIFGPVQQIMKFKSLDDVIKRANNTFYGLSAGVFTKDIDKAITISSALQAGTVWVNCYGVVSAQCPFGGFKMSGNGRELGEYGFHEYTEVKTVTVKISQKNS
NPSR antagonist = antagonists of human neuropeptide S receptor cAMP signaling. CHO-NPSR cells, cAMP TR-FRET, antagonist mode. Potency, µM (titrated, usually from 38.3 µM), for inactives: top-dose activity change, negative = inhibition, usual class: inhibitors. 220,000 compounds, 1% hits; note: % is set by controls: 0 for no effect and ±100 for the full control effect; nearly all actives have a fitted effect of over 50% in size; many of its hits are not listed in these tables
Target sequence (Q6W5P4 whole entry, looked up): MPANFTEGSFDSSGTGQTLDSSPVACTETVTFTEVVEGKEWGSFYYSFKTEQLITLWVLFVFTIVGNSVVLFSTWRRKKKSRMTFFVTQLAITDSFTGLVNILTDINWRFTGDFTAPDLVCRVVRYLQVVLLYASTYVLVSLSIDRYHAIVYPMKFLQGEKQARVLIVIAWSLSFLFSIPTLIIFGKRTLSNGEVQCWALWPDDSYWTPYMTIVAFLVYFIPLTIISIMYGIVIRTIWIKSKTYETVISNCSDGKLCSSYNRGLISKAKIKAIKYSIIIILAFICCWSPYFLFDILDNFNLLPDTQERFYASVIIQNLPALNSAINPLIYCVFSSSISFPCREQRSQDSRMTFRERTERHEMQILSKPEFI
Starred values were filed as active, the others as inactive; ? = inconclusive; / = not tested or not shown; & = joins results of further samples; [ ] = another dose, or the depositor's remark. Unless noted, calls come from the whole dose curve; as a rule, active = well fitted curve in the direction sought with a large enough effect; inconclusive = small, poorly fitted or top-dose-only effect, or another doubt; inactive = no such curve, though single readings can be large; an effect the other way counts as inactive or inconclusive. Potency is the fitted concentration of half-maximal effect.

SMILES	GLA spleen mod	Epigenetic reg	Tau fluor counter	GAA glycogen	GAA inhib	GAA spleen mod	ALDH1A1 inh	NPSR antagonist
Cc1cccc(/C=C2\CCC(C3CCCC3)C2=O)c1 (stereo unspecified)	-10%	-3.2%	-7%	5%	3%	-5%	-6%	-19%
CC1(C)Cc2ccccc2C(c2cc3ccccc3oc2=O)=N1	2%	-0.1%	0%	4%	0%	3%	?	-7%[46.1 µM]
CN(C)CC(C)(C)CNS(=O)(=O)c1ccc(Cl)c(Cl)c1	6%&0%	-0.5%&2.1%	-3%&-4%	-20%&0%	-3%&-6%	11%&-6%	4%&-6%	3%
O=C(Cn1nnc2c(cnn2-c2ccc(F)cc2)c1=O)OC1CCCCC1	-5%	-1.0%	-27%	-4%	-6%	-5%	?	-10%[46.1 µM]
CC1(C(=O)Nc2nnc(C(C)(C)C)s2)Cc2ccccc2C(=O)O1 (stereo unspecified)	-2%	0.9%	9%	12%	1%	-4%	-2%	-2%[46.1 µM]
Cc1ccc2nc(Nc3ccccc3)c(/C=N/O)c(=O)n2c1	-6%	-0.8%	-20%	-2%	3%	-7%	7%	-11%[46.1 µM]
COc1cccc(NC(=O)NC2CCCc3ccccc32)c1 (stereo unspecified)	-6%	3.6%	-20%	10%	/	-10%	?	32%
CCOC(=O)c1sc2nc3c(SCCC(=O)O)cc(C(=O)c4cc(OC)ccc4O)cn3c(=O)c2c1C	0%	0.0%	-24%	-11%	-11%	-20%	-15%	10µM*
CC(C)(C)C(=O)NNC(=O)c1ccc(Oc2cc(Cl)cc(Cl)c2)o1	-2%	0.0%	6%	-5%	/	-3%	/	-4%
Cc1cccc(C(=O)N2CCC(n3nnc4cc(F)ccc43)CC2)c1	7%	2.8%	-14%	-5%	-4%	-1%	?	-14%[46.1 µM]
CC1CCCC(NC(=O)COC(=O)c2c[nH]c(=O)[nH]c2=O)C1C (stereo unspecified)	-1%	0.0%	-6%	-28%	-6%	-15%	?	4%[46.1 µM]
COc1ccc(/C=C/C(=O)NC(=S)Nc2ccc(N3CCN(C(C)=O)CC3)cc2)cc1	2%	2.2%	-15%	-3%	/	0%	/	10%
Cn1nc(C(=O)Nc2cccc(C(F)(F)F)c2)c2ccccc2c1=O	2%	1.1%	-28%	-3%	-2%	-8%	0%	-21%[46.1 µM]
COc1ccc(NC(=O)Nc2c(C)n(-c3ccccc3)c(=O)n2C)cc1OC	2%	-4.4%	-2%	-2%	3%	-2%	2%	4%[46.1 µM]
CCCC1=C(C(=O)OCC)C(c2ccc(OC)c(C)c2OC)C(C#N)=C(N)O1 (stereo unspecified)	-1%	1.9%	-24%	?	?	0%	1%	-32%
CC(C)(C)OC(=O)N1CCC(c2cc(=O)n3[nH]cc(C(=O)Nc4ccc(F)c(Cl)c4)c3n2)CC1	1%	0.3%	-14%	7%	/	0%	/	?
COC(=O)c1cc2ccsc2n1CC(=O)N(C)C1CCCCC1	-4%	-1.0%	-11%	4%	7%	-8%	-2%	-9%[46.1 µM]
O=C(C1CCC(=O)N1Cc1ccccc1Cl)N1CCN(c2ccc(F)cc2)CC1 (stereo unspecified)	-6%	-2.4%	-3%	1%	-3%	-4%	12%	-24%[46.1 µM]
O=C(Cn1cnc2ccccc2c1=O)Nc1cccc(-c2nnc3n2CCCCC3)c1	-4%	-1.8%	-6%	-2%	3%	-5%	-5%	5%[46.1 µM]
Cc1c(CN(C)C(=O)c2sc3cc(Cl)ccc3c2Cl)cnn1C	4%	0.7%	-5%	3%	-1%	2%	?	-4%[46.1 µM]
CC(=O)c1c(C)nc(-c2ccc(Cl)cc2)nc1NC(=O)C(C)C	5%	0.9%	-3%	4%	-3%	6%	-5%	?
O=c1[nH]cnc(O)c1C(c1ccc(Br)cc1)c1c(O)nc[nH]c1=O	0%	6.1%	1%	6%	4%[15.4 µM]	-2%	-3%	-9%
NC(=O)Nn1c(CCC(=O)O)ccc1-c1ccc(Br)cc1	2%	-1.0%	3%	-1%	-1%	-2%	?	-17%[46.1 µM]
Cc1cccc(-n2nnnc2-c2cnccc2C(F)(F)F)c1C	9%	1.5%	-10%	8%	-8%	2%	16µM*	17%
Cc1ccc(NC(=O)c2cc(N(C)C)ccc2[P+](=O)O)cc1	-6%	-1.0%	-5%	0%	-1%	-9%	?	-28%[46.1 µM]
Cc1ccn(CCC(=O)N2CCCC(CCC(=O)NCc3ccc(F)c(F)c3)C2)n1 (stereo unspecified)	7%	2.5%	0%	-5%	/	1%	2%	-6%
Nc1nc2ccc(Cl)cc2c2nc(-c3ccco3)nn12	-4%&15%&-6%&-11%	-1.1%&1.9%&0.0%&2.4%	-10%&-21%&-22%&-9%	5%	-4%[15.4 µM]	2%&3%&-3%&0%	8%&-1%&6%	5%[46.1 µM]
CCOc1ncccc1C(=O)NCc1cccc(OC)c1	-1%	0.0%	-5%	0%	8%	-4%	-4%	7%
NC(=O)N/N=C/c1c(F)c(F)c(F)c(F)c1F	5%	1.7%	-2%	20%	1%	3%	9%	11%
Cc1cc(C(=O)CN2C(=O)C(=O)N(Cc3ccccc3)C2=O)c(C)n1CC1COc2ccccc2O1 (stereo unspecified)	-7%	-0.6%	-17%	24%	-1%	0%	12%	-4%
N#C/C(=C\c1cn(-c2ccccc2)nc1-c1ccccc1)S(=O)(=O)c1ccccc1	1%	-2.1%	2%	3%	8%	-9%	?	10%
O=c1[nH]c(=O)n(-c2ccccc2)c2c1C(C(F)(F)F)(C(F)(F)F)N=C(CCC1CCCCC1)N2	14%	-3.0%	1%	2%	0%	-1%	-10%	-42%
CCCS(=O)(=O)N1CCC(C(=O)NCc2ccc3c(c2)OCO3)CC1	0%	-2.8%	2%	-17%	3%	1%	-8%	-25%
CC(C)CNC(=O)c1cc([N+](=O)[O-])ccc1N1CCOCC1	0%	1.9%	-16%	-6%	9%	-6%	13%	5%
CC1=NN(C(=O)CSCc2ccccc2)C(O)(c2ccc(F)cc2)C1 (stereo unspecified)	0%	1.3%	0%	?	-10%	-5%	-1%	-16%
CCc1sc(-c2ccccc2)nc1C(=O)OC	-22%	0.5%	-5%	4%	2%[15.4 µM]	-1%	5%	-14%
CN1CCN(C(=O)c2ccc(CS(=O)(=O)c3c(Cl)cccc3Cl)o2)CC1	20%	-1.0%	-4%	-2%	-2%	-13%	-4%	7%[46.1 µM]
Cn1cnnc1SCc1ccccc1[N+](=O)[O-]	3%	-1.0%	-8%	6%	/	9%	/	-1%
O=S(=O)(c1ccc2c(c1)OCCO2)N1CCC(c2nc3ccc(Cl)cc3[nH]2)CC1	2%	-1.0%	?	0%	-5%	-5%	?	?
Cc1cc(-c2ccccc2)c(C#N)c(SCC(N)=O)n1	0%	-0.5%	4%	10%	0%	-6%	13µM*	-15%[46.1 µM]
Nc1nc2ccccc2n1/N=C/c1ccc2c(c1)OCO2	4%	-0.5%	-15%	6%	/	3%	/	-8%
CCC(OC(=O)c1nsc(Cl)c1Cl)C(=O)NCCOC (stereo unspecified)	7%	-1.1%	-1%	2%	1%	11%	-1%	9%
O=C(NCCCNC(=O)c1ccco1)c1ccco1	-1%	2.8%	-1%	-8%	1%	2%	?	-3%[46.1 µM]
CN(C)S(=O)(=O)c1ccc(NS(=O)(=O)/C=C/c2ccccc2)cc1	-11%	-1.0%	-17%	-6%	-1%	-7%	?	-12%[46.1 µM]

These rows are one share of the data (hit frequency here may not be typical).
